Source: PubChem BioAssay (Sanford-Burnham Center for Chemical Genomics)
mIAP activ: activators of mouse IAP, primary screen, biochemical, luminescence, uHTS. muIAP, CDP-Star luminescence, 30 min; hits give high values; 1 = vehicle-only enzyme signal, 0 = enzyme-free wells. activation factor at 10 µM. hit rate 0.24% among 330,000;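 active = activation factor of at least 2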; note: the source names both 10 and 20 µM as test concentration; values of inactives mirror those of a sister screen read the other way
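System: mouse IAP enzyme. Reagent: CDP-Star chemiluminescent phosphatase substrate. Benchmarks: DMSO wells, no-enzyme wells. Times: 30 min enzyme-substrate-compound incubation at room temperature. Detection: luminescence from enzymatic CDP-Star hydrolysis. Doses: test compounds delivered from DMSO solution.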
hIAP block: human IAP inhibitors, primary screen, biochemical, luminescence, uHTS; Intestinal-type alkaline phosphatase (Homo sapiens), P09923; purified IAP, CDP-Star luminescence, 30 min; inhibition, % at 10 µM; hit rate 0.12% among 330,000;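 active = inhibition reaching a set limit with compound at 10 µM in the primary screen, cut at about 35% in these data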;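 note: plate controls were DMSO wells with enzyme for no effect and no-enzyme buffer wells for full effect; values of inactives mirror those of a sister screen read the other way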
hIAP activ: human IAP activators, primary screen, biochemical, luminescence, uHTS | purified human IAP, CDP-Star luminescence, 30 min; hits give high values; 1 = vehicle-only enzyme, 0 = enzyme-free background | Intestinal-type alkaline phosphatase (Homo sapiens), P09923 | activation factor at 10 µM | hit rate 0.16% among 330,000;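 active = activation factor of the enzyme at least 2-fold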; note: the source names both 10 and 20 µM as test concentration; values of inactives mirror those of a sister screen read the other way
APOBEC3A inh: APOBEC3A ssDNA deaminase inhibitors, primary screen, selectivity assay for APOBEC3G inhibitor project, biochemical, FAM/TAMRA oligo cleavage fluorescence | recombinant A3A, FAM/TAMRA ssDNA deamination fluorescence | hit rate 0.41% among 330,000 | DNA dC->dU-editing enzyme APOBEC-3A (Homo sapiens), P31941 | inhibition, % at 20 µM;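 active = at least 40% inhibition at 20 µM here, with at most 30% in a related deaminase screen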;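 note: plate controls were A3A with DMSO for no effect and wells lacking A3A enzyme for full effect; some results filed as inactive read as strong as hits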
Target sequence (P31941 whole entry, looked up): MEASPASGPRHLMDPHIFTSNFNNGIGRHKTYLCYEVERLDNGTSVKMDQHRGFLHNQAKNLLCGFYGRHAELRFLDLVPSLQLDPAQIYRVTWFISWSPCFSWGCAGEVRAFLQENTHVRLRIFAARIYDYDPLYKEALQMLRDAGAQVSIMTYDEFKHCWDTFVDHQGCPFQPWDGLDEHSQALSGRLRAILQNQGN
A3G deaminase: APOBEC3G DNA deaminase inhibitors, primary screen, biochemical, fluorescence, single-stranded DNA substrate, uHTS. recombinant A3G, ssDNA deamination FAM/TAMRA fluorescence. DNA dC->dU-editing enzyme APOBEC-3G (Homo sapiens), Q9HC16. inhibition, % at 20 µM. hit rate 0.28% among 330,000;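 active = inhibition of at least 40% at 20 µM, with no more than 30% in the related APOBEC3A deaminase screen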;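 note: plate controls were DMSO wells with A3G for no effect and wells lacking A3G enzyme for full effect; some compounds called inactive have numbers as strong as hits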
Target sequence (Q9HC16 whole entry, looked up): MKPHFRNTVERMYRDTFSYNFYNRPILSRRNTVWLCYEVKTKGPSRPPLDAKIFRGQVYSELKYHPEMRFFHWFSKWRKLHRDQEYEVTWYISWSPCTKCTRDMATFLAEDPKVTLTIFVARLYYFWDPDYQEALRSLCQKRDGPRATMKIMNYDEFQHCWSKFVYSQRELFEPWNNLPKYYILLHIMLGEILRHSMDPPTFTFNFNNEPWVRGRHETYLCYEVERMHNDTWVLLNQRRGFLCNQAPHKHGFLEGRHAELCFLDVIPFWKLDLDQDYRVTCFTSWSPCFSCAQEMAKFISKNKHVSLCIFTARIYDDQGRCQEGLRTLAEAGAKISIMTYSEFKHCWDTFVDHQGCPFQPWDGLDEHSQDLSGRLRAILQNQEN
MIN6 prolif: inducers of MIN6 beta-cell proliferation, primary screen, ATP luminescence, uHTS | AID 2380, 2010 | hit rate 0.29% among 330,000 | MIN6 cells proliferation, ATPlite luminescence, 48 h; cells starved in 0.2% serum; 100% = growth in 10% serum | proliferation, % at 10 µM;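 active = compounds whose signal lies at least 3.5 SD above the mean of all wells on their plate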;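 note: 0% = DMSO-treated cells in low-serum medium and 100% = 10% serum control; some compounds called inactive have numbers as strong as hits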
NALP3 yeast inh: NALP3 inflammasome inhibitors in reconstituted yeast, primary screen, luminescence, uHTS. Yeast reconstituted NLRP3/ASC/caspase-1, beta-gal luminescence, 24 h. inhibition, % at 10 µM. hit rate 0.39% among 330,000;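 active = inhibition of 50% or more; inactive = inhibition below 50%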;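 note: plate controls were induced DMSO wells for no effect and uninduced yeast grown without galactose for full effect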
SENP1 FRET inh: human SENP1 catalytic domain inhibitors, primary screen, biochemical, FRET, uHTS; Sentrin-specific protease 1 (Homo sapiens), Q9P0U3; recombinant SENP1 catalytic domain, CyPet-SUMO1-YPet FRET cleavage; inhibition, % at 10 µM; hit rate 0.21% among 360,000; AID 624204, 2012;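 active = inhibition at least 30% at 10 µM, raw YFP signal under a set limit, fluorescence ratio 0.5 to 1.5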;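 note: 0% = enzyme with DMSO and 100% = no enzyme wells; some results filed as inactive read as strong as hits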
Target sequence (Q9P0U3 419-644 limits assumed): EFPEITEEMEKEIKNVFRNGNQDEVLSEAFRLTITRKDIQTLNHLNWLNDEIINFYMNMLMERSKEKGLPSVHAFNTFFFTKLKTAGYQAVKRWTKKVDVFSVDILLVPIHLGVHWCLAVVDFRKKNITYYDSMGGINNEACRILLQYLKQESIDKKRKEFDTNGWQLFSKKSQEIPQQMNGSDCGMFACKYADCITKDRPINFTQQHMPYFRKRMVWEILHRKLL
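Material – human SENP1 catalytic domain · Input – SENP1 enzyme, 20 pM final · Compound dosing – single concentration of 10 µM compound, 0.5% DMSO final · Timing – enzyme reaction for 50 min at room temperature, dark · Measured by – FRET fluorescence in CFP and YFP emission channels · Control set – no-enzyme wells low, DMSO-plus-enzyme wells high control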
mIAP inh: inhibitors of mouse IAP, primary screen, biochemical, luminescence, uHTS; intestinal alkaline phosphatase [Mus musculus]; purified mouse IAP, CDP-Star luminescence, 30 min; inhibition, % at 10 µM; hit rate 0.2% among 330,000; AID 2806, 2010;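 active = inhibition of at least 40% at 10 µM in the primary screen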;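 note: plate controls were DMSO with enzyme for no effect and no enzyme wells for full effect; values of inactives mirror those of a sister screen read the other way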
* hit, by the source's call. These rows are one share of the data (hit frequency here may not be typical).

SMILES	APOBEC3A inh	hIAP block	SENP1 FRET inh	A3G deaminase	MIN6 prolif	mIAP activ	hIAP activ	mIAP inh	NALP3 yeast inh
Cc1nc(C(=O)NC2CC2)sc1C1(C)CC(c2cccc([N+](=O)[O-])c2)=NO1 (stereo not given)	-2	-8	0	-1	2	1.1	1.1	-8	22
CC(c1ccccc1)N1C(=O)OC(C)(C)C1(C)O (stereo not given)	-2	5	2	-2	-3	0.99	0.95	1	-14
COc1ccc(CNC(=O)CN(CCC(C)C)S(=O)(=O)c2ccc3c(c2)OCCO3)cc1	-1	-4	1	-3	5.3*	0.98	1	2	6
CCCCCC(=O)NNC(=O)c1ccc(-c2ccccc2)cc1	-4	9	3	-4	-1	0.98	0.91	2	5
O=C(O)/C=C/c1ccc(OCc2cccc(F)c2)cc1	-1	2	1	-7	-3	0.95	0.98	5	23
COc1cc(OC)cc(C(=O)OCC(=O)NC(C)CCc2ccccc2)c1 (stereo not given)	-3	3	2	4	0	1	0.97	-4	-5
COc1ccc2oc(=O)c(C(=O)NCc3ccc(C)cc3)cc2c1	-2	9	-48	-7	0	1	0.91	0	24
Cc1cccc(C(=O)NC(=S)Nc2ccc(S(=O)(=O)N3CCCCC3)cc2)c1	-6	7	2	-6	-2	0.68	0.93	32	28
O=C(Nc1cccc(C(=O)N2CCCC2)c1)c1ccccc1	-3	-20	0	0	-1	1.1	1.2	-5	-13
COc1ccc(C2CC(c3ccccc3)=NN2C(=O)COC(=O)CNC(=O)c2ccccc2)cc1 (stereo not given)	-2	17	-2	-7	1	0.93	0.83	7	5
CCO[C@H]1OC(C(=O)N2CCOCC2)=C[C@@H](C)[C@@H]1CCCO	-6	-5	2	-8	1	1.3	1.1	-30	7
O=C(NCc1ccco1)C(=O)NCC1OCCCN1S(=O)(=O)c1ccc(F)cc1 (stereo not given)	0	-12	0	4	1	1.1	1.1	-5	29
O=C(O)CSc1nnc(-c2cccc(S(=O)(=O)N3CCOCC3)c2)n1-c1ccc(F)cc1	-6	2	3	-9	3	1.1	0.98	-10	0
Cc1ccc(C)c(S(=O)(=O)N2CCN(C(=O)CCC(=O)c3cc(C)sc3C)CC2)c1	-3	6	4	-6	-5	1	0.94	-1	4
O=Nc1c(-c2ccccc2)cc2ccccn12	0	6	-1	-1	-2	0.88	0.94	12	32
CC(C)=CCN1CCN(Cc2cn(C(C)C)c3ccccc23)CC1CCO (stereo not given)	1	-27	0	8	-5	0.94	1.3	6	14
CN(C)CCCN1c2ccccc2CCc2ccc(Cl)cc21	0	9	-14	-4	-8	1	0.91	-1	40
COc1cccc(-c2c(C(=O)N/N=C(\C)c3ccco3)nnn2-c2nonc2N)c1	-2	-38	0	-5	6	0.92	1.4	8	18
Cc1ccc(N(CC(=O)NCCSCc2ccco2)S(C)(=O)=O)cc1	-4	3	1	-9	2	1	0.97	-2	17
CCOc1ccc(OCCCC(=O)Nc2cc(Cl)ccc2-n2cncn2)cc1	-5	10	0	-10	3	0.9	0.9	10	23
COc1ccc(S(=O)(=O)N2CCOCC2)cc1Br	2	5	2	-6	-1	1	0.95	-1	20
C[C@H](CO)N1C[C@H](C)[C@@H](CN(C)Cc2ccc(Cl)c(Cl)c2)Oc2c(NC(=O)C3CC3)cccc2C1=O	-5	-2	2	-7	-6	1	1	-5	14
CCOc1cc(-c2nc(-c3ccccc3OC)no2)cc(OCC)c1OCC	-4	2	3	-1	-2	1.1	0.98	-5	10
O=C(COc1cccc(F)c1)Nc1nc(-c2ccncc2)cs1	4	8	-8	14	-1	0.95	0.92	5	23
O=C(CSc1nnc(NC(=O)c2ccc(F)cc2F)s1)NC1CCCC1	-5	-5	-1	0	-3	0.98	1	2	-10
CCN(CC)CCNC(=O)c1nn(-c2ccc(C)cc2)c(=O)c2c1c1ccccc1n2C	-1	-29	1	-7	-5	0.91	1.3	9	21
C=CCn1c(C)c(C(C)=O)c(N2CCN(C(c3ccccc3)c3ccccc3)CC2)nc1=S	1	10	-87	-6	-1	0.97	0.9	3	20
CC(=O)Nc1cccc(NC(=O)c2ccccc2OCc2ccccc2)c1	-4	-13	-1	-12	-3	1	1.1	-2	24
Cc1[nH][nH]c(=O)c1C(c1ccc(Br)cc1)c1c(C)[nH][nH]c1=O	-5	11	1	-2	-1	0.99	0.89	1	-12
CCOC(=O)[C@@H]1CCN(Cc2ccccc2)C[C@H]1c1ccccc1	-3	9	2	-9	3	0.95	0.91	5	-24
CN1CCC(=NNC(=O)CSc2ccc(Cl)cc2)CC1	-6	3	2	-8	-2	0.89	0.97	11	-5
O=C(O)c1ccc(NS(=O)(=O)c2ccc(Cl)c(Cl)c2)cc1O	-3	-18	2	-8	1	0.99	1.2	1	9
Cc1cc(C)cc(NC(=O)COC(=O)Cc2ccccc2F)c1	4	-13	4	-2	0	1	1.1	-3	25
NS(=O)(=O)c1ccc(-c2c(-c3ccccc3)sc3ccccc23)cc1	-3	3	1	-8	-4	0.91	0.97	9	8
c1ccc(C2Nc3ccccc3-c3nc4ccccc4n32)cc1 (stereo not given)	-2	6	-2	-5	0	1.1	0.94	-13	-25
CCOC(=O)c1sc(NC(=O)CSc2nncs2)c(C(=O)OCC)c1C	0	-15	-9	-1	2	0.95	1.1	5	34
Cc1nn(-c2ccccc2)c2c1P(=O)(O)/C(=C1\N(C)c3ccccc3C1(C)C)C=N2	-1	-9	-33	1	-3	0.9	1.1	10	8
Cc1ccc(-c2cc(C(=O)N(C)CC(=O)Nc3ccccc3Br)c3ccccc3n2)o1	-3	-13	-17	-8	1	0.91	1.1	9	15
COC(=O)CSc1cc(C(=O)c2nccn2C)c2ccccc2n1	-1	2	2	1	-1	0.84	0.98	16	8
CCC(C)c1ccccc1NC(=O)CN1CCN(C/C=C/c2ccccc2)CC1 (stereo not given)	4	-3	1	1	-4	0.97	1	3	16
O=S(=O)(/N=C(/Nc1ccc(Cl)c(S(=O)(=O)N2CCOCC2)c1)c1ccc(F)cc1)c1ccccc1	2	21	0	2	2	0.78	0.79	22	16
CS(=O)(=O)c1ccc(NS(=O)(=O)c2ccc3ccccc3c2)cc1	1	-6	0	-2	0	1.1	1.1	-7	-4
C=CCNC(=S)NNC(=O)CSc1nc2ccccc2s1	-1	0	2	1	-2	0.94	1	6	19
CC1CCCCC1NC(=O)CCCn1c(=S)[nH]c2ccsc2c1=O (stereo not given)	-4	13	2	10	-2	1	0.87	-1	15
CCOC(=O)Cc1csc(NC(=O)c2cc(C)c(C)s2)n1	-2	8	-3	-7	-3	1	0.92	-1	65*
Cc1ccc2nc3nc(NCC4CCCO4)c(C(=O)NC4CCCC4)cc3c(=O)n2c1 (stereo not given)	-3	6	-28	-6	1	1	0.94	-2	10
CCN(CC)Cc1c(O)c(Cl)cc2c3c(c(=O)oc12)CCCC3	1	13	9	-3	1	0.81	0.87	19	-2
COCCn1c(SCC#N)nnc1-c1ccccc1	1	6	1	-5	-2	0.92	0.94	8	3
CCOC(=O)c1c(NC(=O)COC(=O)c2nc(Cl)ccc2Cl)sc2c1CCC2	3	3	1	1	-2	0.89	0.97	11	2
Cc1ccn(CCSCC(=O)O)n1	0	0	0	0	-1	1.1	1	-7	4
CCOC(=O)c1ccsc1NC(=O)CCS(=O)(=O)c1ccccc1	2	-6	-3	-5	-7	0.91	1.1	9	-2
CN1CCN(NC(=O)Nc2ccc(Br)cc2Cl)CC1	0	24	1	-5	0	1.2	0.76	-17	13
O=S(=O)(c1c(F)cccc1F)N1CCN(C(=S)NCc2ccc3c(c2)OCO3)CC1	4	5	1	-1	-2	1.2	0.95	-19	11
Cc1cc(N2CCCN(C)CC2)nc2cc(Cl)ccc12	-4	6	-6	-5	-4	1.1	0.94	-7	15
C(#CC12CC3CC(CC(C3)C1)C2)CN1CCOCC1	5	-7	3	7	-2	1.1	1.1	-10	16
Cc1ccc(CCNC(=O)C2CC(=O)N(CCc3ccccc3)C2)cc1 (stereo not given)	-4	-20	0	-3	-3	0.97	1.2	3	10
COc1cccc(Nc2nnc(SCc3cc([N+](=O)[O-])cc4c3OCOC4)s2)c1	-4	2	0	-5	-1	0.91	0.98	9	8
